Rat MKP-3 inhibitors: MKP-3 phosphatase inhibitors, primary screen, biochemical, rat enzyme, in vitro (AID 425); inhibition, % at 20 µM; hits with a dose series show IC50 in µM; actives 0.17% (n = 110,000); recombinant MKP-3 phosphatase activity, fluorescence; higher % means a stronger effect; in the data active = inhibition above about 50%;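 note: plate controls were vehicle for no effect and reference inhibitor for full effect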
Hsp70 displacement: Hsp70 inhibitors, probe displacement, primary screen, biochemical, fluorescence polarization (AID 583) | Hsp70 fluorescence polarization probe displacement, mP; higher % means a stronger effect | displacement, % at 20 µM; hits with a dose series show IC50 in µM | actives 0.06% (n = 140,000); in the data active = displacement above about 50%;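 note: plate controls were vehicle for no effect and reference ligand for full effect; a part of the inactive calls stands beside numbers as strong as those of hits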
An asterisk follows results filed as active; . = not tested or not shown; & = joins results of further samples. The list is partial; count on the stated rates, not on these rows.

SMILES	Rat MKP-3 inhibitors	Hsp70 displacement
COc1ccccc1NC(=O)CSc1nnc(-c2ccoc2C)n1CC1CCCO1 (stereo not drawn)	.	-4.4%
COc1ccc(N/C(C)=C/C2=[N+](c3ccccc3)C(C)(O)CS2)cc1 (stereo not drawn)	6%	1.2%
C1=C(CCNc2ncnc3c2cnn3-c2ccccc2)CCCC1	-8%	1.4%
Cc1ccc(O)c(/C=N/n2cnnc2)c1	0%	3.9%
CCOC(=O)c1[nH]c(C)c(C(=O)NCCCN2CCOCC2)c1C	8%	-4.5%
COc1ccc(CNC(=O)C2CCCN(S(=O)(=O)c3c(C)n[nH]c3C)C2)cc1 (stereo not drawn)	.	1.3%
Cc1ccc(S(=O)(=O)NCCCN2CCOCC2)cc1C	-4%	5.0%
CCOC(=O)c1nnn(CC(=O)Nc2cccc(Cl)c2C)c1C(=O)OCC	9%	.
CSc1ccccc1NC(=O)CCn1c(=O)sc2ccccc21	0%	.
CC1(C)NC(C)(C)C(O)(C(N)=O)C1=O (stereo not drawn)	1%	-1.3%
Clc1ccc(-n2nnnc2Sc2ncnc3sccc23)cc1	-12%	4.4%
Cc1ccc(NS(=O)(=O)c2ccc(C(=O)N3CCN(c4ccccn4)CC3)cc2)cc1	.	-0.2%
COc1ccc(CCNC(=O)c2ccc(CN3CCOCC3)cc2)cc1	-5%	-3.9%
CN1CCN(Cn2c(O)c(N=NC(=O)c3ccncc3)c3ccccc32)CC1	4%	4.4%
CCOC(=O)c1c(C)c(C(=O)NCc2ccccn2)c(C)n1CC	8%	9.5%
COc1ccc(C(=O)CCNc2ccc3c(c2)OCCO3)cc1	1%	2.1%
COc1ccc(/C=N/OCC(=O)N=Nc2c(O)n(CN(C)C)c3ccc(Br)cc23)cc1	0%	3.9%
Cc1sc2nc(CN(Cc3cccs3)C(=O)C3CC3)[nH]c(=O)c2c1C	0%	3.6%
O=[N+]([O-])c1ccc2c(c1)C=C1CCCCC1(NCc1ccccc1)O2 (stereo not drawn)	0%	1.2%
Cc1ccn(Cc2n[nH]c(=S)n2Cc2ccccc2)n1	.	0.2%
O=C(Cc1c(O)c2ccccc2[nH]c1=O)NCc1ccc(Cl)cc1	0%	1.3%
CC(=C/c1ccc(C(C)C)cc1)/C=N/NC(=O)c1cccc(N2CCCC2=O)c1	9%	1.9%
O=S(=O)(c1ccccc1)c1nc(-c2ccco2)oc1NCCN1CCOCC1	.	10%
CCOC(=O)C1(C)C=C(Nc2ccc(S(=O)(=O)Nc3nccs3)cc2)C(=O)N1c1ccccc1 (stereo not drawn)	3%	-0.7%
COC(=O)COc1ccc(S(=O)(=O)Nc2ccc(NC(C)=O)cc2)cc1C	-9%	-1.2%
CC(C)CN1CN(S(=O)(=O)c2cccs2)c2nc3ccccc3nc21	-15%	2.1%
O=C1/C(=C\c2cc(Cl)ccc2O)SC(=S)N1Cc1ccccc1	0%	4.1%
O=C(CN1CCC(c2nc3ccccc3s2)CC1)NCc1ccccc1	.	3.1%
COC(=O)c1cccc(N2C(=O)C=CC2=O)c1	4%	-2.2%
COc1ccc(/C=C(\C#N)c2nc(-c3ccc(C)cc3)cs2)cc1	0%	2.1%
CCOC(=O)N1CCN(C(=O)CCSc2ccc(Cl)cc2)CC1	.	-4.0%
CC(=O)N(c1cccc(C)c1)S(=O)(=O)c1ccc(Cl)cc1	0%	0.8%
Cc1onc(-c2ccccc2)c1C(=O)OCC(=O)Nc1ccc2c(c1)OCO2	-2%	-1.9%
O=C(COc1ccc(Cl)cc1Cl)NCCCN1CCOCC1	-11%	-2.9%
O=C1CN(C(=O)c2ccc(Cl)c([N+](=O)[O-])c2)c2ccccc2N1	-1%	1.0%
CC1Cn2c(nnc2-c2cccc(N)c2)S1 (stereo not drawn)	-16%	.
O=C(NC1C2CC3CC(C2)CC1C3)c1ccc(I)cc1 (stereo not drawn)	2%	-3.5%
CCOC(=O)C(CC)n1cnc2sc3c(c2c1=O)CCC3 (stereo not drawn)	3%	.
C=CCn1c(SCC(=O)NCC2CCCO2)nnc1C1CCCCC1 (stereo not drawn)	-3%	1.0%
CC(=O)Oc1ccc2ccccc2c1C(NC(=O)C(C)C)c1cccc([N+](=O)[O-])c1 (stereo not drawn)	.	3.5%
CCC(C)(C)C1CCc2c(sc(NC(=O)c3cccs3)c2C(N)=O)C1 (stereo not drawn)	.	2.9%
Cc1ccc(C(c2sc3ncnn3c2O)N2CCC(C)CC2)cc1 (stereo not drawn)	0%	-1.1%
O=C(O/N=C/c1ccc([N+](=O)[O-])cc1)c1cccs1	-5%	4.0%
CCC(=O)Nc1nc2c(OC)ccc(C)c2s1	-8%	-1.0%
COC(=O)C(Cc1c[nH]c2ccccc12)NC(C)=O (stereo not drawn)	.	4.6%
COCCCNC(=O)/C(=C\C=C\c1ccccc1)NC(=O)c1ccccc1	5%	4.6%
Cc1cc(C)cc(Nc2cc(=O)n(C)c(=O)n2C)c1	-5%	2.9%
Cc1ccc(OCC(=O)Nc2ccc(N3CCCC3)cc2)cc1C	5%	-2.7%
CCCOc1cccc(C(=O)Nc2cccc(NC(=O)c3ccco3)c2)c1	-4%&-2%	-3.7%&4.3%
COc1cc2c(cc1OC)C(c1ccc(O)cc1)N(C1CC(=O)N(c3ccccc3)C1=O)CC2 (stereo not drawn)	2%	0.9%
Cc1cc(C(=O)CSc2n[nH]c(-c3ccccc3F)n2)c(C)n1Cc1cccs1	.	-3.3%
COc1ccc2nc(C)cc(SCC(=O)O)c2c1	-5%	5.9%&5.2%
CSc1nc(C)cc(C)c1C(N)=O	.	-1.1%
O=[N+]([O-])c1ccc(Nc2c(F)c(F)c(F)c(F)c2F)cc1	4%	0.3%
COc1ccc(N2C(=O)CC(N3CCC(O)(c4ccc(Cl)cc4)CC3)C2=O)cc1 (stereo not drawn)	.	-4.5%
CCOC(=O)c1[nH]c(C)c(C(=O)OCC(=O)N2c3ccccc3CC2C)c1C (stereo not drawn)	.	-1.0%
c1ccc(-c2noc(-c3cccc4ccccc34)n2)cc1	-5%	-2.7%
CCOc1ccc(-c2cc(C)n3nc(C(=O)N4CCOCC4)cc3n2)cc1	-4%	3.7%
Cc1ccc(/C=C/C(=O)NCCc2ccccc2)o1	0%	3.6%
O=C(COc1ccccc1Cl)N/N=C/c1ccc(-c2ccccc2[N+](=O)[O-])o1	4%	4.5%

Following part.
SMILES	Rat MKP-3 inhibitors	Hsp70 displacement
O=C(Cn1[nH]c(=O)c2ccccc2c1=O)OCC(=O)N1CCc2ccccc2C1	3%	-1.9%
CC(C)CN1C(=O)/C(=C/c2cccs2)SC1=S	2%	-2.1%
Cc1onc(-c2ccccc2)c1C(=O)N1CCN(C)CC1	1%	-1.2%&-1.2%
COC(=O)CCS(=O)(=O)c1ccc(Cl)cc1	.	0.7%
COCCNC(=O)c1ccccc1NC(=O)CN(c1ccc2c(c1)OCO2)S(C)(=O)=O	-6%	8.7%
O=C(NCCN1CCOCC1)c1ccccc1-c1ccccc1	-1%	6.8%
CCc1sc(NS(C)(=O)=O)nc1-c1ccccc1	-10%	.
CCOc1ccc2nc(-c3ccccc3)[nH]c2c1	-8%	1.0%
Cc1cccc(NC(=O)CN(c2ccc(F)cc2)S(=O)(=O)c2ccccc2)c1	3%	1.4%
COc1ccccc1C(=O)N1CCN(C=O)CC1	4%	1.0%
CCOc1ccccc1NC(=O)CSCC(=O)Nc1ccccc1	.	4.8%
Cc1cc(NC(=O)c2cnn3c(C(F)F)cc(C4CC4)nc23)no1	5%	2.0%
CCOc1ccccc1-n1c(CNc2ccc(F)cc2)nnc1SCC(=O)NCc1ccco1	.	6.4%
CC1(C)C(c2cccs2)=[N+]([O-])C2(CCCCCC2=O)N1O (stereo not drawn)	1%	-3.2%
COc1cc(C2c3c(oc4c(C)cc(C)cc4c3=O)C(=O)N2Cc2cccnc2)ccc1O (stereo not drawn)	7%	2.7%
CCC(c1nnnn1Cc1ccccc1)N1CCN(C(=O)c2ccco2)CC1 (stereo not drawn)	-4%	5.2%
Cc1ccsc1C(=O)N1CC(=O)Nc2ccccc21	-13%	3.9%
Cc1noc(C)c1S(=O)(=O)Nc1ccc(C(=O)N2CCN(c3cccc(Cl)c3)CC2)cc1	.	5.4%
Cc1ccc(Oc2ccccc2)c(NC=O)c1	-2%	8.0%
CCN(CC)CCCNC(=O)c1cccc([N+](=O)[O-])c1C	2%	0.6%
CCCOC(=O)CSC1=C(C#N)C(c2ccc3c(c2)OCO3)CC(=O)N1 (stereo not drawn)	-11%	1.0%
O=C(CCCN1C(=O)c2cccc3cccc(c23)C1=O)N1CCN(c2ccccc2)CC1	0%	1.5%
O=C(Nc1ccc2c(c1)OCCO2)C1CCCN(S(=O)(=O)Cc2ccccc2)C1 (stereo not drawn)	2%	-1.4%
O=c1oc2cc(Oc3ccc(C(F)(F)F)cc3[N+](=O)[O-])ccc2c2c1CCCC2	2%	-2.8%
Cc1ccsc1C(=O)OCC(=O)N1CCOCC1	-15%	-1.5%
COc1ccc(-n2nnc3c(=O)n(CC(=O)N4CCCCC4)cnc32)cc1	-7%	-1.0%
O=C(NCc1ccco1)C(C(=O)c1ccccc1)n1ccccc1=O (stereo not drawn)	2%	-1.9%
Cc1cc(C)c2nc(SCC(=O)N3CC(=O)Nc4ccccc43)c(C#N)cc2c1	.	-8.0%
CCOc1ccc(C(=O)NCCNc2ccc([N+](=O)[O-])cc2)cc1Cl	2%	-0.1%
COc1ccc(NC(=O)c2ccccc2C(F)(F)F)cc1	0%	-3.1%
CCn1c(SCC(=O)Nc2cc(C)on2)nnc1-c1cccnc1	-11%	-1.0%
O=[N+]([O-])c1ccc(-c2noc(CCc3ccccc3)n2)cc1	0%	-2.7%
COc1cc(CN2CCN(Cc3ccncc3)CC2)cc(OC)c1O	4%	1.2%
Cc1ccc(N=C(NOCc2ccc(Cl)cc2Cl)c2nonc2N)c(C)c1	.	-2.9%
COc1ccc2c(c1)nc(SCC(O)c1ccccc1)n2C (stereo not drawn)	0%	-1.8%
COc1cc(OC)cc(C(=O)N2CCN(Cc3ccccc3[N+](=O)[O-])CC2)c1	0%	3.6%

Grouped by structure: the compounds so far containing an aryl thioether with sulfur outside any ring.
SMILES	Rat MKP-3 inhibitors	Hsp70 displacement
COc1ccccc1NC(=O)CSc1nnc(-c2ccoc2C)n1CC1CCCO1 (stereo not drawn)	.	-4.4%
CSc1ccccc1NC(=O)CCn1c(=O)sc2ccccc21	0%	.
Clc1ccc(-n2nnnc2Sc2ncnc3sccc23)cc1	-12%	4.4%
CCOC(=O)N1CCN(C(=O)CCSc2ccc(Cl)cc2)CC1	.	-4.0%
C=CCn1c(SCC(=O)NCC2CCCO2)nnc1C1CCCCC1 (stereo not drawn)	-3%	1.0%
Cc1cc(C(=O)CSc2n[nH]c(-c3ccccc3F)n2)c(C)n1Cc1cccs1	.	-3.3%
COc1ccc2nc(C)cc(SCC(=O)O)c2c1	-5%	5.9%&5.2%
CSc1nc(C)cc(C)c1C(N)=O	.	-1.1%
CCOc1ccccc1-n1c(CNc2ccc(F)cc2)nnc1SCC(=O)NCc1ccco1	.	6.4%
Cc1cc(C)c2nc(SCC(=O)N3CC(=O)Nc4ccccc43)c(C#N)cc2c1	.	-8.0%
CCn1c(SCC(=O)Nc2cc(C)on2)nnc1-c1cccnc1	-11%	-1.0%
COc1ccc2c(c1)nc(SCC(O)c1ccccc1)n2C (stereo not drawn)	0%	-1.8%

Next compounds
SMILES	Rat MKP-3 inhibitors	Hsp70 displacement
C=CCN1C(=O)/C(=C/c2c(C)cc(C)cc2C)SC1=S	-3%	1.9%
CC/C(=N\O)c1ccc(O)c(OC)c1	-7%	6.3%
COc1cc2c(cc1OC)CN(C(=O)c1cccs1)CC2	-1%	.
CC(NC(=O)C(=O)NCCN1CCN(C(=O)c2ccc(Cl)cc2Cl)CC1)c1ccccc1 (stereo not drawn)	1%	-4.2%
COc1cc(C(=O)Oc2cccc(C=O)c2)cc(OC)c1OC	.	-0.8%
COC(=O)c1[nH]nc2c1C(=O)N(C1CCCCC1)C2=O	3%	1.1%
CC1CC(C)CN(CCCNC(=O)COc2cc(=O)n(C)c3ccccc23)C1 (stereo not drawn)	-4%	4.7%
Cc1cc(C(=O)Nc2cc(C)n(Cc3ccc(Cl)cc3)n2)no1	-5%	1.8%
Cn1cnnc1SCC(=O)c1ccco1	-6%	2.4%
O=C(O)/C=C/c1ccc(S(=O)(=O)N2CCN(CCN3C(=O)C4C5C=CC(C5)C4C3=O)CC2)cc1 (stereo not drawn)	1%	4.7%
CC(=O)Oc1c(-c2ccc(Cl)cc2)c2nc3ccccc3nc2c2ccccc12	0%	-1.5%
Cc1ccc(NC(=O)CSc2ncn(-c3ccccc3)n2)cc1C	.	2.7%
CS(=O)(=O)c1ccc(Cl)c(NC(=O)C2CC(=O)N(Cc3ccccc3)C2)c1 (stereo not drawn)	-13%	0.2%
CCCn1c(=O)n(C)c(=O)c2c3oc(=O)c(NC(=O)c4ccc(F)cc4)cc3[nH]c21	.	11%
CC(C)CCNC(=O)NC(=O)CSc1nnc(COc2ccccc2Cl)o1	1%	6.2%
O=C(Cc1ccc(Cl)cc1)Nc1cc(Cl)c(Cl)cc1Cl	5%	2.8%
O=C(CS(=O)c1ccc(C(F)(F)F)cc1[N+](=O)[O-])Oc1ccc(Cl)cc1 (stereo not drawn)	.	8.4%
CS(=O)(=O)N(CC(=O)NCc1ccccc1)C1CCCCC1	.	2.1%
Cc1ccnc(NS(=O)(=O)c2ccc(Oc3ccccc3)cc2)c1	.	10%
CCOC(=O)C1=CN(c2ccc(C)c(C)c2)C=C(C(=O)OCC)C1c1ccsc1	0%	0.7%
COc1ccc(CCNC(=O)COc2ccccc2Cl)cc1	4%	-0.5%

One compound at a time, from the list above.
Cc1ccnc(NS(=O)(=O)c2ccc(Oc3ccccc3)cc2)c1 is entered as Rat MKP-3 inhibitors = .; Hsp70 displacement = 10%
CS(=O)(=O)N(CC(=O)NCc1ccccc1)C1CCCCC1 is entered as Rat MKP-3 inhibitors = .; Hsp70 displacement = 2.1%

Screening data: PubChem, Sanford-Burnham Center for Chemical Genomics
